High-throughput results (PubChem)
TDP-43 yeast inh: inhibitors of TDP-43 toxicity in yeast; TDP-43 expressing yeast growth rescue, BacTiter-Glo, 24 h; Potency, µM (highest dose often 46.1 µM), without a hit: top-dose growth rescue (activation), most hits filed as activators; actives 1.8% (n = 410,000); AID 652104; further: potency means the concentration at half of the fitted maximal effect; % of control where 0% means no effect; nearly all actives have a fitted effect of over 50% in size
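Readout is BacTiter-Glo luminescence of cell growth, so inhibitors register as activators. TDP-43-expressing yeast at OD600=0.02 in galactose medium, after raffinose pregrowth to mid-log, were incubated with compound for 24 hr at 30 deg C.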
PTHR1 agonist: agonists of human PTHR1 parathyroid hormone receptor | Q03431 | HEK293 GP2 PTHR1 cells, GloSensor cAMP luminescence, 1 h | Potency, µM (doses to about 115 µM), inactives show at the top dose activation, most hits filed as activators | actives 0.075% (n = 410,000) | AID 743266; further: potency means the concentration at half of the fitted maximal effect; nearly all actives have a fitted effect of over 55% in size; some results filed as inactive show a strong effect at the top dose; inactives centre near -15; many of its hits are not listed in these tables
Target sequence (Q03431 whole entry, looked up): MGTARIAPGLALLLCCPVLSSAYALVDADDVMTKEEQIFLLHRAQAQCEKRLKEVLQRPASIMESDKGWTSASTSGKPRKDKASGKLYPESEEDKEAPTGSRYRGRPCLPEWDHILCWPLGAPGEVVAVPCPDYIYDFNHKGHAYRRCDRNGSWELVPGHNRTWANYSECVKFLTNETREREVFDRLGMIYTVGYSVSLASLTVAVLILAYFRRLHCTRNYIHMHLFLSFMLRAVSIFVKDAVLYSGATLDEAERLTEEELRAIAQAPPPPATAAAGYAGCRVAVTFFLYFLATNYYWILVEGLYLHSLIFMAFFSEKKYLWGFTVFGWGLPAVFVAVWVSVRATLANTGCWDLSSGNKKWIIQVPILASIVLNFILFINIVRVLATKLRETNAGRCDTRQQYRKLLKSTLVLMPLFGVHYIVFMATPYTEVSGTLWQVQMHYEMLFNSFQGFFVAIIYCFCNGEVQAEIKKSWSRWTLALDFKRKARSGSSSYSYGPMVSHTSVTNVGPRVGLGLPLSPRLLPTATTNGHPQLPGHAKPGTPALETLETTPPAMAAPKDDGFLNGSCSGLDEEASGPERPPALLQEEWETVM
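HEK-293-derived GP2 cells expressing PTHR1 and a GloSensor cAMP reporter, 3,000/well, plated overnight, given luciferin plus IBMX (each 0.5 mM as added) for 1 h at 37 °C, then compound for 1 h at 37 °C. Luminescence was read after 15 min at room temperature.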
aSyn yeast inh: inhibitors of alpha-synuclein toxicity in yeast | Yeast expressing alpha-synuclein, growth rescue, BacTiter-Glo, 24 h | Potency, µM (doses to about 46.1 µM), for inactives: at the highest dose growth rescue (activation), hits mostly activators | actives 0.14% (n = 370,000); further: potency means the concentration at half of the fitted maximal effect; % of control where 0% means no effect; nearly all actives have a fitted effect of over 65% in size
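Readout is rescue of growth in alpha-synuclein-expressing yeast, so inhibitors of toxicity appear as activators. Growth after 24 hr at 30 deg C in galactose medium is quantified by luminescence.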
pAkt inh: Akt phosphorylation inhibition; actives 0.32% (n = 360,000); activity change, % for hits at 50 µM; Neuro2A IGF-stimulated pAkt S473 HTRF, 20 min; active compounds read low; in the data active means activity change below about -80%; inconclusive means mostly about -51% to -80%; further: on the % scale 0 is the no-effect control and ±100 the full control effect
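Neuro2A cells (4,500/well, DMEM with 0.5% FBS) were treated with compound at a single 50 µM final concentration, stimulated with 6 nM IGF for 20 min at 37 °C, and lysed. Phospho-Akt Ser473 was read by HTRF as 665/615 ratio ×10^4.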
Abeta rescue: restores growth of yeast expressing A-beta42 peptide | yeast expressing A-beta42, growth rescue, OD600, 48 h; response scale: 0% DMSO, 100% iron-clioquinol control | Potency, µM (doses to about 46.1 µM), without a hit: top-dose growth rescue, actives largely listed as activators | actives 0.063% (n = 410,000) | AID 1347071; further: potency means the concentration at half of the fitted maximal effect; nearly all actives have a fitted effect of over 55% in size
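Yeast A-beta toxicity model in growth medium with pinned compounds, 48 h at 30 C; growth read as absorbance at 600 nm. Normalized to FeCl3/clioquinol equimolar mix (positive) and DMSO (negative).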
GLP-1R inv ag: acts as inverse agonist at human GLP-1 receptor. P43220. HEK293 GLP-1R CRE-luciferase, luminescence, 24 h; GLP-1R form is constitutively active. Potency, µM (top dose mostly 38.3 µM), inactives show at the top dose activity change, negative = inhibition, hits mostly inhibitors. actives 1.6% (n = 410,000); further: potency means the concentration at half of the fitted maximal effect; on the % scale 0 is the no-effect control and ±100 the full control effect; nearly all actives have a fitted effect of over 55% in size
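Luminescence readout: a drop in cAMP-driven luciferase signal flags inverse agonism at a constitutively active GLP-1R stably expressed in HEK293. Compound exposure lasted 24 hr at 37 deg C, 5% CO2.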
DRD3 antagonist: antagonists of human D3 dopamine receptor. actives 2.5% (n = 360,000). D3R cells, DiscoveRx beta-arrestin luminescence, antagonist mode; active compounds read low. max response, negative = inhibition, %. P35462; in the data active means max response below about -50%; inconclusive means no clear call, values can overlap the other calls; further: on the % scale 0 is the no-effect control and ±100 the full control effect; mostly tested at two doses, the higher about 12 µM
Target sequence (P35462 whole entry, looked up): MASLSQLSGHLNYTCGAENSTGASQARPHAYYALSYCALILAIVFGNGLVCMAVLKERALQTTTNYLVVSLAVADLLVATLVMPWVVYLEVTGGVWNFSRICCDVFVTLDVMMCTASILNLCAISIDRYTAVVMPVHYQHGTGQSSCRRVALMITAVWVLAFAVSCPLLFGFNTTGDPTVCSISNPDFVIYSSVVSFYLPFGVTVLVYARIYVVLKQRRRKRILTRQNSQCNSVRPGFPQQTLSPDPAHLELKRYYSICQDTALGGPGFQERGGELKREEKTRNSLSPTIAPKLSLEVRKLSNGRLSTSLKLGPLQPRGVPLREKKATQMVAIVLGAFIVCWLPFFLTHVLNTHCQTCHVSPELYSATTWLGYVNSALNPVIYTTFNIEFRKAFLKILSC
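Cells expressing the human receptor were seeded at 1500 cells/well, incubated overnight at 37 degrees C in 5% CO2, then exposed to library compounds with dopamine controls for 90 minutes at 37 degrees C before luminescent detection.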
GLP1R ag: agonists of human GLP-1 receptor. P43220. HEK293 GLP-1R CRE-luciferase, luminescence, 4-6 h; cells express a hypersensitive GLP-1R form. Potency, µM (series often up to 45.6 µM), without a hit: top-dose activation, usual class: activators. actives 0.007% (n = 380,000); further: potency means the concentration at half of the fitted maximal effect; % of control where 0% means no effect
FUS yeast rescue: FUS proteinopathy suppression in yeast; S. cerevisiae FUS-expressing, growth rescue, OD600, 24 h; actives 0.24% (n = 390,000); Potency, µM (series often up to 76.6 µM), for the others: at the top dose growth rescue (activation), usual class: activators;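 further: potency means the concentration at half of the fitted maximal effect; plate controls were DMSO vehicle for no effect and reference control for full effect; nearly all actives have a fitted effect of over 55% in size; some results filed as inactive show a strong effect at the top dose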
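Quantitative HTS measuring growth restoration of FUS-toxic yeast. Galactose-induced cells (OD 0.005) were exposed 24hr at 30C to compounds at several concentrations, then absorbance at 600 nm was recorded.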
An asterisk follows results filed as active; i = inactive; u = inconclusive; x = not tested or not shown; [ ] = another dose, or the depositor's remark. Unless noted, the call rests on the fitted dose curve; in most records, active means well fitted curve in the direction sought with a large enough effect; inconclusive means small, poorly fitted or top-dose-only effect, or another doubt; inactive means no such curve, though single readings can be large; an effect the other way counts as inactive or inconclusive. An excerpt; the hit share may differ from the screen's.

Results follow in this order: DRD3 antagonist, PTHR1 agonist, GLP-1R inv ag, aSyn yeast inh, TDP-43 yeast inh, GLP1R ag, pAkt inh, Abeta rescue, FUS yeast rescue
#1 COc1ccc(C(CC(=O)O)NC(=O)COc2ccccc2)cc1 (stereo unspecified)
    17, i, 0%, -20%, -17%, -4%, i, -23%, 10%
#2 O=C(CN1C(=O)c2ccccc2C1=O)NCc1ccccn1
    6, -20%, 15%, 9%, 18%, 3%, i, 9%, 16%
#3 O=C(CSc1nnc(-c2ccncc2)n1CC1CCCO1)NCc1ccccc1 (stereo unspecified)
    -1, i, 6%, 0%, 8%, -6%, i, 1%, -18%
#4 Cn1c(C(=O)NCc2ccc(Cl)cc2)cc2c(=O)n(C)c3ccccc3c21
    x, -8%, 10%, x, -3%, 0%, x, -5%, -21%
#5 O=C(CSc1nc2ccsc2c(=O)n1-c1ccc(Cl)cc1)NCc1ccc(Cl)cc1
    x, -22%, 7%, -2%, 11%, 5%, x, -18%, -13%
#6 C=CCN1C=C/C(=C\C=C(C#N)C#N)c2ccccc21
    u, i, u, -18%, -42%[inhibitor], -1%, i, -42%, -2%
#7 O=C(Nc1cccc(Cl)c1N1CCCCC1)c1ccc(N2CCOCC2)c([N+](=O)[O-])c1
    -10, i, -16%, 0%, -3%, -3%, i, -2%, x
#8 CC(C)NC(=O)c1sc(=S)n2c1[nH]c(=O)c1ccc(C(=O)NCCc3ccc(Cl)cc3)cc12
    15, -29%, 14%, -2%, 13%, -1%, i, x, 11%
#9 O=S(=O)(NCCc1ccccn1)c1ccc(F)c(F)c1
    2, -3%[57.5 µM], -5%, -6%, -3%, -13%, i, 13%, 11%
#10 O=c1c2ccccc2c(C=Nc2ccc(Cl)cn2)c(O)n1-c1cc(Cl)ccc1N1CCOCC1
    3, i, -9%, -7%, -4%, 3%, i, -1%, 1%
#11 Cc1c(Cl)cccc1NC(=O)C1CCN(c2cnccn2)CC1
    2, -4%, -1%, -7%, -19%, 7%, i, 3%, 8%
#12 Cc1nc(SCC(=O)NC2CCS(=O)(=O)C2)c2c3c(sc2n1)CCC3 (stereo unspecified)
    17, i, 12%, 0%, -13%, -2%, i, 6%, 7%
#13 CCc1ccc(OCC(=O)Nc2ccc(-c3nc4ccccc4o3)c(O)c2)cc1
    0, -18%, 25%, 1%, 8%, 0%, -102%*, -7%, 1%
#14 COc1cccc(CN2CCCC(CNC(=O)c3ccc(F)cc3)C2)c1OC (stereo unspecified)
    2, i, -4%, -3%, 8%, 4%, i, -22%, 0%
#15 COc1ccc(C(C(=O)NCC2CCCO2)N(C(=O)CNC(=O)c2cccs2)c2ccc(NC(C)=O)cc2)cc1OC (stereo unspecified)
    9, i, 0%, -2%, -14%, -2%, i, 7%, 11%
#16 CC1CN(C(=O)C(C)Sc2nnnn2C)CC(C)O1 (stereo unspecified)
    1, -8%, 7%, 0%, 8%, -2%, i, -10%, -11%
#17 CSc1nc2sc3c(c2c(=O)n1C)CCC(C)C3 (stereo unspecified)
    9, -3%[57.5 µM], 80%[activator], 16%, 1%, 10%, i, -19%, -8%
#18 N/C(=N\c1nc2ccccc2o1)NC(=O)c1cccc(Br)c1
    -1, i, 7%, -2%, -16%, 0%, i, -13%, 8%
#19 CCC(C)N=C1SCC(C)(/C=N/O)S1 (stereo unspecified)
    2, -6%, -2%, 0%, 3%, -6%, i, 1%, -1%
#20 Cc1cccc(CCNC(=O)c2ccc3c(c2)nc2n3CCCCC2)c1
    x, -80%[inhibitor], u, x, -5%, x, x, -4%, -12%
#21 CC(C)C(=O)Nc1ccc(NC(=O)c2ccc3c(c2)OCO3)cc1
    19, -2%, 15%, 3%, 4%, -4%, i, -7%, -11%
#22 O=C(c1ccc(F)cc1)N1CCN(Cc2ccccc2)CC1
    u, -15%, 0%, 0%, 3%, -17%, i, -6%, -1%
#23 COc1cccc(NC(=O)C(=O)N/N=C/c2ccc3c(c2)OCO3)c1
    -7, -12%, 37%[activator], 0%, -6%, 4%, i, -7%, -4%
#24 CCCCn1c(N)c(N(CCOC)C(=O)C(C)N2C(=O)c3ccccc3C2=O)c(=O)[nH]c1=O (stereo unspecified)
    -17, i, 8%, -3%, 16%, -10%, i, 10%, 2%
#25 CCCCn1cnc(C(=O)OCC)c1N
    2, i, 31%[activator], 0%, 0%, 0%, i, -20%, 7%
#26 Cc1[nH]c(=S)[nH]c(=O)c1CCOc1ccccc1
    u, i, 11%, -5%, 11%, 9%, i, 12%, 7%
#27 CCN(CC(=O)Nc1ccc(NC(C)=O)cc1)C(=O)C1CCCC1
    46, i, -2%, 6%, 9%, 19%, i, 1%, x
#28 O=[N+]([O-])c1ccc(N(CC2CO2)S(=O)(=O)c2ccccc2)cc1 (stereo unspecified)
    9, i, -4%, -1%, -1%, 9%, i, 1%, -8%
#29 O=C(NCCc1ccccc1)[C@@H]1CC=C[C@@H]2CCN(C3CCCCC3)C(=O)[C@@H]21
    3, i, -18%, 1%, 14%, 9%, i, 13%, 1%
#30 CCOC(=O)c1c(NC(=O)CSc2nnc(-c3cccnc3)o2)sc(C)c1C
    31, -22%[57.5 µM], -1%, 11%, 13%, -8%, i, 8%, 0%

Three of the entries above in order of the GLP-1R inv ag value, high to low:
item	molecule	GLP-1R inv ag
18	N/C(=N\c1nc2ccccc2o1)NC(=O)c1cccc(Br)c1	7%
27	CCN(CC(=O)Nc1ccc(NC(C)=O)cc1)C(=O)C1CCCC1	-2%
14	COc1cccc(CN2CCCC(CNC(=O)c3ccc(F)cc3)C2)c1OC (stereo unspecified)	-4%

(further entries)
Results follow in this order: DRD3 antagonist, PTHR1 agonist, GLP-1R inv ag, aSyn yeast inh, TDP-43 yeast inh, GLP1R ag, pAkt inh, Abeta rescue, FUS yeast rescue
#31 CCn1ncc(S(=O)(=O)N2CCN(c3cccc(OC)c3)CC2)c1C
    -26, i, 0%, -2%, 15%, -1%, i, 6%, x
#32 COc1ccc(CNC(=O)COC(=O)[C@H](Cc2c[nH]c3ccccc23)NC(=O)c2cccs2)cc1
    2, i, 1%, 5%, 13%, 9%, i, 0%, u
#33 Cc1cccc(NC(=O)NCC(F)(F)F)n1
    4, -5%[57.5 µM], 1%, 3%, 0%, -3%, i, 3%, 15%
#34 COc1ccc(Br)c(-c2nnc(CS(=O)(=O)c3ccccc3)o2)c1
    -9, -33%[inhibitor], -12%, 10%, 23%, 25%, i, -16%, -12%
#35 O=C(c1cccc(C(F)(F)F)c1)C1CCCN(C(=O)c2cc(C3CC3)[nH]n2)C1 (stereo unspecified)
    19, -29%, u, 4%, 7%, 3%, i, 15%, 17%
#36 Cn1c(=O)c(=O)n(C)c2cc(NC(=O)c3ccccc3Br)ccc21
    x, -20%, 16%, x, 3%, x, x, 4%, -11%
#37 O=C(NCCSc1c(-c2ccc(Br)cc2)[nH]c2ccccc12)c1ccc(S(=O)(=O)N2CCOCC2)cc1
    x, i, -26%, x, 7%, x, x, -6%, -18%
#38 COC(=O)c1ccc(COc2ccccc2[N+](=O)[O-])o1
    -9, -24%, 15%, -2%, -6%, -7%, i, -6%, -13%
#39 COc1cc2ccccc2cc1C(=O)N/N=C/c1cccnc1
    -11, -1%, 22%, 0%, -9%, -5%, x, -1%, -21%
#40 COc1ccc(NC(=O)c2ccc(S(=O)(=O)N(C)C)cc2)cc1
    5, i, -5%, -1%, 0%, 14%, i, 17%, 5%
#41 COc1ccc(CC(=O)OCC(=O)Nc2c(C)n(C)n(-c3ccccc3)c2=O)cc1
    0, -3%[57.5 µM], 10%, -2%, 8%, -12%, i, 11%, -13%
#42 Cc1ccc(NC(=O)c2ccc(Cl)cc2[N+](=O)[O-])nc1
    6, -2%, -20%, 5%, 16%, 5%, i, -20%, 8%
#43 O=C(c1ccc(Cl)c(S(=O)(=O)N2CCCCCC2)c1)N1CCN(c2ccc(O)cc2)CC1
    20, -30%[inhibitor], u, 1%, 13%, 12%, i, -8%, u
#44 Cc1nn2c(=S)[nH]nc2[nH]c1=O
    -26, 3%, -10%, -3%, -35%[inhibitor], 2%, i, -12%, 33%
#45 N#CCn1cc(/C=N/NC(=O)c2cc3c(ccc4ccccc43)o2)c2ccccc21
    10, -9%, -16%, -5%, -13%, 16%, i, 9%, 27%
#46 C[C@H](O)[C@@H]1C(=O)N2CCc3ccc(N4CCOCC4)cc3[C@@H]2C[C@@H]1N(C)S(=O)(=O)c1ccccc1
    17, -23%, -4%, 0%, 11%, 8%, i, -13%, -4%
#47 CCN(CC)S(=O)(=O)c1ccc(Cl)c(NC2=NCCCCC2)c1
    20, i, 1%, 0%, x, 3%, i, -11%, 13%
#48 Cc1cc2nnc(SCC(=O)Nc3cccc(S(=O)(=O)N4CCOCC4)c3)n2c2ccccc12
    4, i, 20%, -7%, -6%, -2%, i, 3%, -11%
#49 CCCCCCNC(=O)Cc1c(O)c2ccccc2[nH]c1=O
    -2, -10%[57.5 µM], 8%, 3%, 15%, -8%, i, -13%, 14%
#50 O=C(COc1cccnc1[N+](=O)[O-])NCc1cccs1
    -8, i, 8%, -15%, -18%, 3%, i, -17%, 9%
#51 COc1ccc(N2CCN(Cc3nc4scc(-c5cccs5)c4c(=O)[nH]3)CC2)cc1
    -17, -29%, -7%, 2%, 4%, 8%, i, -19%, -4%
#52 CCCn1nnnc1NCc1ccc(Cl)cc1Cl
    -6, i, u, -7%, 5%, 4%, i, 1%, 13%
#53 CCc1cc2ccc(OC)cc2nc1SCC(=O)NNC(=O)c1ccco1
    -12, i, 1%, -8%, -17%, 24%, i, 23%, 9%
